SIAH1 antagonists = blockers of Siah-1 interaction with plectin peptide – biochemical, fluorescence polarization, rhodamine-plectin, uHTS, primary screen (AID 1817); Siah-1 / rhodamine-plectin peptide fluorescence polarization; higher % means a stronger effect; displacement, % at 20 µM, or IC50 in µM where a hit was titrated; actives 0.02% (n = 290,000);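 active = displacement of at least 50% at 20 µM, with a fluorescence ratio check between 0.3 and a set limit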;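 also: plate controls were Siah plus tracer with DMSO for no effect and tracer alone without Siah for full effect; strong numbers were not always called active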
West Nile virus CPE = West Nile virus antiviral activity, cell-based, CPE readout (AID 1621); West Nile virus-infected cells, CPE inhibition; higher % means a stronger effect; CPE inhibition, % at 10 µM, or IC50 in µM where a hit was titrated; actives 0.02% (n = 290,000); in the data active = a potency from the dose series; inconclusive = CPE inhibition mostly from about 3.7% at the one dose, without a potency; inactive = the rest, 99 in 100 with CPE inhibition below about 2.2%; also: strong numbers were not always called active
XIAP antagonists = small molecules displacing peptide from XIAP – biochemical, IAP family, fluorescence polarization (AID 1018) | XIAP BIR domain, fluorescence polarization peptide displacement; higher % means a stronger effect | displacement, % at 20 µM; hits with a dose series show IC50 in µM | actives 0.007% (n = 200,000); in the data active = displacement above about 50%; also: a part of the inactive calls stands beside numbers as strong as those of hits
Yfh1-off respiration = enhancers of respiration in Yfh1-depleted yeast, dose response, Friedreich's ataxia, plus single-dose screen (AID 1465); S. cerevisiae Yfh1-off respiration, WST-1 reduction, 72 h; higher fold induction means a stronger effect; fold induction at 50 µM, or EC50 in µM where a hit was titrated; actives 0.074% (n = 220,000);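 active = fold induction of absorbance versus untreated yeast above a set limit, then at least 30% activation at any dose in follow-up; inconclusive = repeats straddling the limit, or above it without dose testing; inactive = fold induction below the set limit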;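 also: activators that raise dye reduction in frataxin-depleted yeast; strong numbers were not always called active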
ER stress rescue = protection against thapsigargin-triggered cell killing – 384-well, CSM14.1, ATP luminescence, primary screen (AID 1222); CSM14.1 thapsigargin-induced death rescue, ATP luminescence; higher % means a stronger effect; one-dose cellular ATP content (survival), % at 20 µM; EC50 in µM for titrated hits; 190,000 tested, under 10 active;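 active = EC50 below 50 µM in the dose-response confirmation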;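 also: death triggered by thapsigargin at about 15 µM added after 2 h compound pretreatment; cell ATP read after overnight thapsigargin exposure of roughly 18 to 22 hours; normalized against plate controls of thapsigargin alone and 5% DMSO vehicle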
PMI inhibition = MPI inhibition at elevated mannose 6-phosphate – biochemical, fluorescence intensity, high mannose 6-phosphate, primary screen (AID 1220). recombinant PMI enzyme, coupled fluorescence intensity; higher % means a stronger effect. inhibition, % at 20 µM, or IC50 in µM where a hit was titrated. actives 0.66% (n = 190,000); in the data active = inhibition above about 50%
M1AAP inhibition = P. falciparum M1AAP inhibitors, biochemical, fluorogenic H-Leu-NHMec substrate, 1536-well (AID 1445); recombinant M1AAP, H-Leu-NHMec fluorogenic kinetic assay; higher % means a stronger effect; inhibition, % at 30 µM; hits with a dose series show IC50 in µM; actives 0.42% (n = 220,000);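 active = primary inhibition above the hit cutoff, then over 50% inhibition at one or more dose response concentrations, cut at about 23% in these data, passing the limit was not always enough; inconclusive = conflicting primary data, or primary hits not chosen for dose response; inactive = low primary inhibition, or under 50% at every dose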;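 also: plate controls were DMSO full reaction for no effect and no enzyme background for full effect; strong numbers were not always called active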
Salmonella PhoP GFP = inhibitors of PhoP regulon expression, primary screen, Salmonella Typhimurium, GFP reporter (AID 1863) | actives 0.16% (n = 300,000) | one-dose inhibition, % at 50 µM; IC50 in µM for titrated hits | S. Typhimurium PhoP-regulated promoter GFP reporter, 4 h; higher % means a stronger effect;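 active = inhibition over 29.93%, a cutoff 3 SD above the screen mean, later confirmed by dose response; inconclusive = inhibition over 29.93% but no dose response follow-up; inactive = inhibition at most 29.93% or unconfirmed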;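 also: 0% = low Mg2+ inducing control and 100% = high Mg2+ repressing control; strong numbers were not always called active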
M17LAP inhibition = P. falciparum M17LAP inhibitors, primary screen, biochemical, fluorogenic H-Leu-NHMec substrate, 1536-well (AID 1619) | recombinant M17LAP, H-Leu-NHMec fluorogenic kinetic assay; higher % means a stronger effect | inhibition, % at 30 µM; hits with a dose series show IC50 in µM | actives 0.38% (n = 220,000);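 active = compound inhibiting the enzyme by more than half at any dose during confirmatory dose-response retesting; inconclusive = strong single-dose inhibitors picked by rank but not retested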;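 also: plate controls were full reaction with DMSO carrier for no effect and no enzyme background for full effect; strong numbers were not always called active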
* hit, by the source's call; i = inactive; ? = inconclusive; · = no result given.

SMILES | SIAH1 antagonists | West Nile virus CPE | XIAP antagonists | Yfh1-off respiration | ER stress rescue | PMI inhibition | M1AAP inhibition | Salmonella PhoP GFP | M17LAP inhibition
CCCC1NC(=S)NC(C)=C1C(C)=O (stereo unspecified) | -4% | -0.2% | -7.0% | i | -1.3% | -7% | 2% | -2% | 18%
CCOc1ccccc1NC(=O)CSc1c(C)n[nH]c1C | 12% | 0.0% | 2.5% | i | · | 8% | 0% | -6% | -8%
COC(=O)c1c(NC(=O)CN2CCCC(C)C2)c2c(C)cccc2n1C (stereo unspecified) | 5% | -0.4% | -2.5% | i | 0.5% | 3% | 0% | 13% | 24%
Cc1ccc(-n2c(O)c(C=NC3CCS(=O)(=O)C3)c3ccccc3c2=O)cc1C (stereo unspecified) | 6% | -0.5% | -10% | i | -0.2% | 12% | 6% | -6% | 4%
COc1cc(-c2nnc3sc(-c4ccco4)nn23)cc(OC)c1OC | 2% | 1.6% | 0.7% | i | -2.8% | 3% | 0% | -12% | 2%
CCOc1ccc(Nc2nc3ccccc3c(=O)s2)cc1 | 15% | 0.1% | · | i | · | · | 7% | 3% | 4%
Cc1ccc(NC(=O)CN(c2ccccc2F)S(C)(=O)=O)cc1 | 0% | -0.6% | -7.0% | i | -2.6% | 2% | 2% | 11% | 4%
Cc1cc(NC(=O)CSc2nccn2C)n(-c2ccccc2)n1 | -1% | 0.4% | · | i | · | · | 0% | -6% | -4%
COC(=O)Nc1ccc(S(=O)(=O)Nc2ccc(C)cc2)cc1 | 0% | -0.3% | -7.7% | i | -0.8% | -8% | -2% | 14% | -11%
CCN(CC(=O)NCc1ccc(F)cc1)C(=O)COc1ccc2ccccc2c1 | -1% | -0.9% | -8.5% | i | 0.5% | -1% | -3% | 17% | 37%
c1ccc(Oc2ccc(-c3ccnc4nc(N5CCN(c6ccccc6)CC5)nn34)cc2)cc1 | 2% | 0.8% | -8.8% | i | -1.1% | 8% | 0% | -8% | -3%
O=C(NCc1ccccc1)C(Cc1ccccc1)N1C(=O)C2C3CCC(C3)C2C1=O (stereo unspecified) | -2% | -0.2% | -5.9% | i | -0.8% | 6% | 1% | -7% | 5%

The list goes on:
SMILES | SIAH1 antagonists | West Nile virus CPE | XIAP antagonists | Yfh1-off respiration | ER stress rescue | PMI inhibition | M1AAP inhibition | Salmonella PhoP GFP | M17LAP inhibition
Cc1cccc(-n2c(SCC(=O)NCc3ccco3)nnc2-c2ccco2)c1 | · | -0.5% | · | i | · | · | -1% | 16% | 10%
O=C(O)c1c2c(nc3ccccc13)-c1ccccc1CC2 | 6% | 1.1% | 1.1% | i | 1.8% | 12% | 2% | 4% | -10%
Cc1ccc(C(=O)Nc2ccccc2C(=O)NC(Cc2ccccc2)C(=O)O)cc1 (stereo unspecified) | 4% | 0.8% | -5.2% | i | -1.0% | -7% | 2% | -7% | 0%
O=C(NC(=S)Nc1ccc(S(=O)(=O)Nc2ncccn2)cc1)c1ccc(Br)cc1 | -1% | 0.1% | -8.4% | i | -0.1% | 0% | 9% | -2% | 9%
Cc1nn(C)c(C)c1C1C(C#N)=C(N)Oc2n[nH]c(C)c21 (stereo unspecified) | 13% | -0.5% | -5.8% | ? | 2.3% | 2% | -1% | 11% | 1%
CCOc1ccc(C2C=C(c3ccc(C)cc3)Nc3ncnn32)cc1 (stereo unspecified) | -1% | -0.8% | 1.3% | i | 1.0% | -37% | 7% | -4% | -9%
COc1ccc(CN(CC2CCCO2)S(=O)(=O)c2ccc(-n3cnnn3)c(OC)c2)cc1 (stereo unspecified) | -3% | -0.8% | -2.9% | i | -0.9% | 13% | · | · | ·
CN(C)S(=O)(=O)c1ccc(C(=O)NCc2ccccn2)cc1 | -3% | 0.1% | 0.1% | i | -0.3% | 3% | 2% | -4% | -3%
O=C(Cn1cc2c(n1)CCCC2)NCc1ccccn1 | 2% | 0.3% | 46% | i | -2.6% | 16% | 2% | 8% | 12%
CC(C)CCNS(=O)(=O)c1ccc(-c2ccc(S(=O)(=O)NCCC(C)C)cc2)cc1 | 4% | -0.1% | -4.9% | i | 3.2% | -14% | 0% | 1% | 7%
O=C1NC(=Nc2ccccc2)CS1 | -8% | 0.1% | · | i | · | · | -1% | 0% | -2%
CCN1CCN(c2c(Cl)cccc2NC(=O)c2ccc([N+](=O)[O-])cc2)CC1 | 3% | -0.1% | -5.9% | i | -0.1% | 1% | 4% | 0% | 3%

(listing goes on)
SMILES | SIAH1 antagonists | West Nile virus CPE | XIAP antagonists | Yfh1-off respiration | ER stress rescue | PMI inhibition | M1AAP inhibition | Salmonella PhoP GFP | M17LAP inhibition
COc1ccc(C2NC(=O)NC(O)(C(F)(F)F)C2C(=O)c2ccc(F)cc2)cc1 (stereo unspecified) | 5% | 0.5% | -2.0% | i | -3.5% | 9% | -3% | 3% | -6%
CN(CCNC(=O)CN1C(=O)CSc2ccc(S(=O)(=O)N3CCCC3)cc21)Cc1ccccc1 | -8% | -0.1% | 0.6% | i | 0.6% | -6% | 7% | 5% | 10%
CCOCCCn1c(SCC(=O)NC(C)C)nc2ccccc2c1=O | -1% | 0.1% | -0.3% | i | -1.5% | 7% | -1% | -3% | 2%
c1coc(-c2ccnc3ncnn23)c1 | -8% | -0.1% | -13% | i | -1.5% | 2% | 1% | 5% | -12%
O=C(NCCCN1CCN(c2ccc(F)cc2)CC1)c1cccc(N2CCCC2=O)c1 | 4% | -0.3% | -2.4% | i | -0.7% | 6% | 3% | 6% | -1%
O=c1/c(=C/c2ccc(O)cc2)sc2n1CCCN=2 | 4% | 0.3% | -19% | i | -1.9% | -3% | 16% | -15% | 3%
CN(C)c1ccc(/C=N/NC(=O)c2cc(-c3ccc4c(c3)OCO4)n[nH]2)cc1 | 0% | -0.3% | · | i | · | · | 9% | -4% | 5%
COc1cc(C2OCC3C(c4cc(OC)c(OC)c(OC)c4)OCC23)cc(OC)c1OC (stereo unspecified) | 3% | -0.4% | · | i | · | · | 14% | -1% | -4%
COc1ccc(C2C(C(=O)Nc3ccccc3OC)=C(C)Nc3nnnn32)c(OC)c1 (stereo unspecified) | 1% | 0.8% | 3.3% | i | -0.3% | 10% | 4% | -2% | -1%
COC(=O)c1ccc(C)c(NC(=O)CCSc2ccc(Cl)cc2)c1 | -5% | · | -3.9% | · | -1.9% | -4% | 6% | 0% | -11%
COc1ccc(NC2=C(C(C)=O)C(c3ccc(N(C)C)cc3)C(C(C)=O)C(C)(O)C2)cc1 (stereo unspecified) | 0% | 0.0% | -4.5% | i | -0.8% | 39% | 2% | -8% | -2%
O=C1CC2C(CC(OC(=O)c3ccc(-c4ccccc4)cc3)C2CO)O1 (stereo unspecified) | 3% | 0.1% | -4.0% | i | -3.4% | 1% | 7% | -1% | 5%

Carrying on.
SMILES | SIAH1 antagonists | West Nile virus CPE | XIAP antagonists | Yfh1-off respiration | ER stress rescue | PMI inhibition | M1AAP inhibition | Salmonella PhoP GFP | M17LAP inhibition
N#CC1=C(Nc2ccccc2)SC=C(c2ccccc2)N=C1N1CCOCC1 | 0% | · | -5.9% | · | -3.0% | 11% | -11% | 26% | 13%
O=S(=O)(N/N=C\c1cccnc1)c1ccccc1 | 6% | 0.2% | -0.6% | i | 1.6% | -13% | -1% | -16% | -2%
Fc1ccc(C2=Nn3c(Cc4ccccc4)nnc3SC2)cc1 | 0% | -1.0% | -6.4% | i | -0.1% | 15% | 1% | 5% | 6%
Cc1ccc(NC2=C(Cl)C(=O)OC2OC(=O)c2ccccc2)c(C)c1 (stereo unspecified) | 0% | -0.6% | -7.0% | i | -2.1% | 6% | 11% | -4% | -12%
O=C(N/N=C/c1ccco1)C12CC3CC(CC(C3)C1)C2 | 4% | 0.1% | -3.1% | i | -2.1% | -4% | 3% | -3% | -6%
CCN(CC)S(=O)(=O)c1ccc2oc(C(=O)Nc3ccc(OC)cc3OC)c(C)c2c1 | -1% | 0.4% | -7.4% | i | -0.6% | 8% | 5% | 1% | -4%
Cc1ccc(C(=O)O)cc1NC(=S)NC(=O)c1ccc(-c2ccccc2)cc1 | 8% | 0.1% | -4.1% | i | 2.9% | 28% | 9% | -6% | 1%
COc1cc(C)nc(N(C)S(=O)(=O)c2ccccc2Cl)n1 | 2% | -0.7% | -3.4% | i | -1.7% | 6% | 8% | 1% | 12%
Cc1ccccc1N(CC(=O)N/N=C/c1ccc(Cl)cc1)C(=O)c1ccccc1 | -6% | -0.9% | -8.6% | i | 2.8% | 17% | 4% | 7% | 3%
COc1ccccc1N1CCN(C(=O)CN(c2cc(C)cc(C)c2)S(C)(=O)=O)CC1 | -2% | -0.8% | -5.0% | i | 0.5% | -2% | 1% | 2% | -4%
COc1ccc(N(C(=O)c2ccco2)C(C(=O)NC2CCCCC2)c2ccccc2)cc1 (stereo unspecified) | · | -0.5% | · | i | · | · | 0% | 5% | -7%
O=C(NCc1ccco1)c1cccc2c1C(=O)N(C1CCCCC1)C2 | 2% | 1.3% | 5.5% | i | 0.5% | -14% | 1% | 1% | 7%

(more compounds)
SMILES | SIAH1 antagonists | West Nile virus CPE | XIAP antagonists | Yfh1-off respiration | ER stress rescue | PMI inhibition | M1AAP inhibition | Salmonella PhoP GFP | M17LAP inhibition
NCCSC1CC(=O)N(Cc2ccc(F)cc2)C1=O (stereo unspecified) | 5% | -0.2% | -3.0% | i | -1.0% | -12% | 1% | -8% | 6%
Cc1cc(=O)oc(C)c1C(=O)NCCN1CCOCC1 | 0% | -0.1% | -7.7% | i | -1.4% | 10% | -7% | -2% | -4%
Cc1ccc2c(c1)N(CC(=O)N1CCCCC1c1cccnc1)C(=O)CO2 (stereo unspecified) | 7% | -0.1% | -2.3% | i | -0.4% | 0% | 2% | 16% | -3%
CC1(O)CC(=O)N(c2ccccc2)O1 (stereo unspecified) | 2% | 0.2% | -1.7% | i | -0.9% | 1% | 2% | 6% | 0%
C[C@@H]1CC=C[C@H]2[C@H]1C(=O)N(Cc1ccccc1)[C@H]2c1ccc2ccccc2c1/C=C/c1ccccc1 | -3% | 2.1% | · | i | · | · | 1% | 0% | 7%
O=C(CSc1ncccc1C(=O)O)c1ccc2ccccc2c1 | 0% | 0.6% | -1.2% | i | -1.3% | -33% | 1% | -13% | 21%
COc1cccc(C(=O)Nc2cccc(SC)c2)c1 | 2% | 0.0% | -2.9% | i | -2.2% | 0% | 5% | -10% | -1%
CCOC(=O)c1c(C)[nH]c(C(=O)CSc2nnc(-c3ccncc3)n2CC)c1C | -3% | -0.7% | -2.7% | i | -0.8% | 4% | -1% | 2% | -5%

Screens from PubChem BioAssay.

Rows are unselected (roughly 1.6% active in at least one column).
